NPY Y1 blocker = NPY-Y1 receptor antagonists, primary screen, cell-based; HEK293-CNG Y1 cells, membrane potential fluorescence; NPY at EC95, then isoproterenol; inhibition, % at 3.6 µM; 200,000 tested, 1% active; AID 1040, 2008;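 active = inhibition above the campaign mean inhibition of all tested compounds plus 3 SD, cut at about 20% in these data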;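 also: 0% = DMSO wells given NPY plus isoproterenol and 100% = isoproterenol alone without NPY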
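Test system – HEK293 Y1/CNG channel cell line · Also added – NPY agonist 25 nM, then isoproterenol 1 µM plus Ro 20-1724 25 µM · Compound dosing – one concentration, 3.6 µM, in 0.4% DMSO · Schedule – compound incubation 1 h at room temperature, readout 45 min post-stimulation · Technique – fluorescence, membrane potential probe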
S1P4 ag = S1P4 receptor agonists, primary screen, cell-based; Sphingosine 1-phosphate receptor 4 (Homo sapiens), O95977; S1P4-expressing cell line, agonist reporter assay; activation, % at 4.98 µM; 220,000 tested, 0.35% active; AID 1509, 2009; in the data active = activation above about 11%;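 also: 0% = DMSO vehicle and 100% = reference agonist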
Target sequence (O95977 whole entry, looked up): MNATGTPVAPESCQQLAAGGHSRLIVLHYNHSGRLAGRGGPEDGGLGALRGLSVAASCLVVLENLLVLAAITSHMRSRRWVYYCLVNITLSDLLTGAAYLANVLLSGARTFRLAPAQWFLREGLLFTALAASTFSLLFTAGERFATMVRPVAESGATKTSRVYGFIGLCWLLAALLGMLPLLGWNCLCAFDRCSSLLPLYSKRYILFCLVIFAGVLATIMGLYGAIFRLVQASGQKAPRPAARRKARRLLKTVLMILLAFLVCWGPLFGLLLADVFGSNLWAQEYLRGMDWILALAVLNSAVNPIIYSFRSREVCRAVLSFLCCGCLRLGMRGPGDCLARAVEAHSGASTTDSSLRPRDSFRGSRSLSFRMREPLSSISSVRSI
eIF4E-4G inh = eIF4E–eIF4G protein interaction inhibitors, primary screen, biochemical, uHTS, TR-FRET, eIF4GI fragment; Eukaryotic translation initiation factor 4E (Mus musculus) + Eukaryotic translation …; TR-FRET eIF4E-eIF4GI(517-606) binding, 2 h; inhibition, % at 21.7 µM; 220,000 tested, 0.37% active; AID 782, 2007;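 active = inhibition above about 30%, limit read from the data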;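 also: 0% = full FRET control wells and 100% = background wells lacking eIF4GI fragment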
S1P4 antag = S1P4 receptor antagonists, primary screen, cell-based; S1P4-expressing cells, antagonist mode, reporter read-out; inhibition, % at 4.98 µM; 220,000 tested, 0.26% active; in the data active = inhibition above about 29%;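 also: 0% = wells stimulated with agonist and 100% = vehicle wells without agonist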
PGE2 EP2 inh = human EP2 receptor antagonists, primary screen, TR-FRET cAMP, C6 glioma cells; Prostaglandin E2 receptor EP2 subtype (Homo sapiens), P43116; C6 glioma cells expressing human EP2; cells stimulated with saturating PGE2; inhibition, % at 25 µM; 260,000 tested, 0.52% active; AID 1422, 2008;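 active = percent inhibition above 40 after rounding to a whole number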;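 also: rat C6 glioma host cells with rolipram phosphodiesterase inhibitor present; the protocol text gives 20 µM as final concentration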
Target sequence (P43116 whole entry, looked up): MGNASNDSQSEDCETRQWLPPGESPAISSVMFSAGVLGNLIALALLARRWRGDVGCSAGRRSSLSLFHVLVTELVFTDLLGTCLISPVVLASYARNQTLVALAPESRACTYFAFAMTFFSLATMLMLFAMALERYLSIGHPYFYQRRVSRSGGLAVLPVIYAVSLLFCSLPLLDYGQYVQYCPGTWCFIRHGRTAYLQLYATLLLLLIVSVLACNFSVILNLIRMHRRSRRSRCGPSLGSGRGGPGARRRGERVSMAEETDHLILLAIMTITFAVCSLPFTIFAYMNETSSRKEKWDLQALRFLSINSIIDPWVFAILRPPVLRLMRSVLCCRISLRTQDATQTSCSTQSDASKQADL
NPY-Y2 PAM-ag = NPY-Y2 potentiators or agonists, primary screen, cell-based | Neuropeptide Y receptor type 2 (Homo sapiens), P49146 | cells expressing NPY-Y2, potentiator/agonist read-out | activation, % at 3.6 µM | 220,000 tested, 0.45% active | AID 1359, 2008; in the data active = activation above about 27%;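 also: cells stimulated with NPY near EC25 plus isoproterenol at EC100; 0% = vehicle plus submaximal agonist and 100% = vehicle plus saturating agonist; some results beyond the cut were filed as inactive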
Target sequence (P49146 whole entry, looked up): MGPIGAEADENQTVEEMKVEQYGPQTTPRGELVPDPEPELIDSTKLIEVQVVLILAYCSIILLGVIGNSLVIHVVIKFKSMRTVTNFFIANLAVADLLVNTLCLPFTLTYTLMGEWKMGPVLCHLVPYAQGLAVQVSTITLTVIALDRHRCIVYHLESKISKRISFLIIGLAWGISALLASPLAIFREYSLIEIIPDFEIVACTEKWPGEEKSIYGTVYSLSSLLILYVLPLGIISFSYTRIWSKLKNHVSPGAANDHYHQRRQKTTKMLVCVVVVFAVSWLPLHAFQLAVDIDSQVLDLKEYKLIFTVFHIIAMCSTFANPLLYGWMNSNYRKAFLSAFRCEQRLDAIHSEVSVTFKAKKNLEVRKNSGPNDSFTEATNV
NPY1 pot ag = NPY-Y1 receptor potentiators or agonists, primary screen, cell-based. Neuropeptide Y receptor type 1 (Homo sapiens), P25929. NPY-Y1 expressing cells, potentiator/agonist activation. activation, % at 3.6 µM. 220,000 tested, 0.37% active. AID 1304, 2008; in the data active = activation above about 33%, passing the limit was not always enough;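 also: cells stimulated with NPY at EC10 then isoproterenol at EC100; 0% = low agonist plus stimulus and 100% = saturating agonist plus stimulus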
EP2 modulator = EP2 receptor modulators, cAMP readout, primary screen, cell-based, HTRF cAMP, PGE2 stimulation. Prostaglandin E2 receptor EP2 subtype (Homo sapiens), P43116. EP2-expressing cells, cAMP HTRF FRET, PGE2 co-stimulation. induction, % at 25 µM. 260,000 tested, 0.83% active. AID 940, 2007;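 active = compounds whose cAMP rise, as percent of the full-agonist control response, exceeds 60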;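 also: rat C6 glioma line stably carrying human EP2 under a CMV promoter; the protocol text gives 20 µM as final concentration; 100% = response of wells given 1 µM PGE2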
p97 ATPase inh = inhibitors of human p97 ATPase, primary screen, biochemical. Transitional endoplasmic reticulum ATPase (Homo sapiens), P55072. recombinant p97 ATPase, Kinase-Glo ATP luminescence, 3 h. inhibition, % at 8 µM. 220,000 tested, 0.42% active; in the data active = inhibition above about 15%;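 also: 0% = DMSO vehicle and 100% = wells lacking enzyme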
Active calls of the source: *; x = no result given; & = joins results of further samples; [ ] = another dose, or the depositor's remark.

The first 2 entries, to show the layout:
SMILES | NPY Y1 blocker | S1P4 ag | eIF4E-4G inh | S1P4 antag | PGE2 EP2 inh | NPY-Y2 PAM-ag | NPY1 pot ag | EP2 modulator | p97 ATPase inh
CCOC(=O)Nc1cccc(NC(=O)c2cc(OC)cc(OC)c2)c1 | 3 | 1.1 | 0 | -13 | 6 | -6 | -3 | -15 | -2
CCOC(=O)N1CCN(Cc2nc3c(c(=O)n(C)c(=O)n3C)n2CCC(C)C)CC1 | 1 | -0.1 | 4 | 3 | 7 | -9 | -16 | -1 | -4

The listing, previewed entries included:
SMILES | NPY Y1 blocker | S1P4 ag | eIF4E-4G inh | S1P4 antag | PGE2 EP2 inh | NPY-Y2 PAM-ag | NPY1 pot ag | EP2 modulator | p97 ATPase inh
CCOC(=O)Nc1cccc(NC(=O)c2cc(OC)cc(OC)c2)c1 | 3 | 1.1 | 0 | -13 | 6 | -6 | -3 | -15 | -2
CCOC(=O)N1CCN(Cc2nc3c(c(=O)n(C)c(=O)n3C)n2CCC(C)C)CC1 | 1 | -0.1 | 4 | 3 | 7 | -9 | -16 | -1 | -4
CCCC(=O)Nc1ccccc1NC(=O)c1ccc(OC)cc1 | 6 | -0.8 | 2 | -23 | 8 | 7 | 8 | -22 | 4
NC(CO)C(=O)NNCc1ccc(O)c(O)c1O (stereo unspecified) | -5 | 0.9 | 22 | -17 | 20&12&16 | 1 | 9 | -7&-11&8 | 7
CCOC(=O)N1CCN(C(=O)CCn2c(=S)[nH]c3ccsc3c2=O)CC1 | -2 | 0.2 | 1 | 2 | 7 | -1 | 3 | 33 | 2
CN(C)S(=O)(=O)c1ccc2nc(NC(=O)c3cccs3)sc2c1 | 2 | -1.6 | -3[fluorescence artefact?] | -4 | 10 | -6 | 11 | -8 | 9
O=C(c1ccc2c(=O)n(C3CCCC3)c(=S)[nH]c2c1)N1CCCCCC1 | 2 | -0.4 | -2 | 6 | 4 | 6 | -3 | -12 | 0
CCN1CCc2c(C#N)c(N3CCOCC3)nc(NCc3ccccc3)c2C1 | -3 | 1.1 | x | 8 | x | -18 | -8 | x | -4
C=C(C)Cn1c(SCCCO)nc2c1c(=O)[nH]c(=O)n2C | -2 | -0.3 | 4 | -2 | 11 | 3 | 12 | 15 | 6
Cn1cc(S(=O)(=O)NC(c2ccccc2)c2ccccc2)c(=O)n(C)c1=O | x | 0.0 | -1 | 8 | 2 | -8 | -13 | 16 | 1
CCOc1ccc(NC2=NCC(=O)N2CCc2ccccc2)cc1 | -7 | 0.8 | 7[fluorescence artefact?] | -20 | 29 | 6 | 2 | -1 | 0
Cc1ccc(OCc2ccc(C(=O)Nc3nccs3)o2)cc1 | 3 | 0.4 | -12[fluorescence artefact?] | -5 | 8&9 | -8 | -41 | 12&-20 | -6
CCN(CC)CCNC(=O)C(=O)NCC1OCCN1S(=O)(=O)c1ccc2c(c1)OCCO2 (stereo unspecified) | 4 | -0.2 | 1 | -15 | 4 | 20 | 13 | -20 | 2
CCn1c(C)nc2cc(C(=O)NNC(=O)Nc3ccc(Cl)cc3)ccc21 | 1 | -0.8 | 1 | 18 | 3 | 5 | -1 | 11 | 7
COC(=O)C(NC(=O)c1ccc(OC)cc1)(Nc1ncc(S(=O)(=O)c2ccc([N+](=O)[O-])cc2)s1)C(F)(F)F (stereo unspecified) | -2 | 1.9 | -6 | -19 | 6 | -4 | -9 | -37 | 8
COCCn1c(SCc2cc(=O)n3cc(C)ccc3n2)nc2ccccc2c1=O | 3 | 1.4 | 0 | -1 | 8 | 1 | -3 | 13 | -2
Cc1ccc(C)c2[nH]c(=O)c(CCNC(=O)CC(C)C)cc12 | -4 | -0.9 | 5 | -18 | 11 | -15 | 2 | -23 | 1
CCCN1C(=O)C(Cc2nc3ccccc3c(=O)n2-c2ccccc2)c2ccccc21 (stereo unspecified) | 14 | -1.2 | 2 | -19 | 5 | -12 | -31 | 10 | 3
Cn1cc(CN2CCN(Cc3cccnc3)CC2)c(-c2ccc3c(c2)OCCO3)n1 | 1 | 1.3 | -1 | -3 | 6 | -6 | 14 | -17 | 3
CCOC(=O)c1c(C)[nH]c(C)c1C(=O)CSc1nc2ccccc2n1CC | 0 | -0.8 | -2 | -12 | 10 | -8 | -16 | 11 | -9
CCN(CC)CCN1C(=O)C(=O)/C(=C(/O)c2c(C)[nH]c(C(=O)OC)c2C)C1c1ccco1 (stereo unspecified) | 10 | 4.1 | 2 | -2 | 4 | 4 | 2 | -6 | 0
CCOC(=O)c1[nH]c2ccc(OCC)cc2c1NC(=O)CN1CCC2(CC1)OCCO2 | -5 | -1.7 | -8 | -4 | 12 | 0 | 7 | 3 | 3
COc1ccc(NC(=O)C/C(C)=N/NC(=O)C(=O)NC2CCCCC2)c(OC)c1 | 4 | 0.7 | 3 | -3 | 4 | -12 | 5 | 26 | 1
CS(=O)(=O)N(CC(=O)Nc1cccnc1)c1ccc2c(c1)OCO2 | -1 | 1.7 | 1 | 6 | 9 | 17 | -2 | -7 | 4
Cc1nc2nc(SCC(=O)O)nn2c(C)c1Cc1ccccc1Cl | 23* | 0.9 | -4 | 5 | 5 | -12 | -28 | 12 | 5
The list continues.
SMILES | NPY Y1 blocker | S1P4 ag | eIF4E-4G inh | S1P4 antag | PGE2 EP2 inh | NPY-Y2 PAM-ag | NPY1 pot ag | EP2 modulator | p97 ATPase inh
Cc1nc(N2CCN(c3ccccn3)CC2)c2c(C)c(C(=O)Nc3ccccc3F)sc2n1 | -2 | -0.5 | -5 | 3 | 14 | -4 | -10 | -12 | 1
S=C(Nc1ccccc1)Nc1ccc(Br)cc1 | x | 1.3 | -1 | -10 | 4 | 21 | 36 | -37 | 8
CCC(C)NC(=O)C1(NC(=O)Nc2ccccc2)CCCCC1 (stereo unspecified) | -4 | -1.1 | -3 | -18 | 4 | -1 | 8 | 15 | -2
CN1C(=S)SC(/[N+]([O-])=C\c2ccccc2)C1(C)C (stereo unspecified) | -1 | 0.2 | -2[fluorescence artefact?] | -14 | 11 | 0 | 3 | 12 | 5
COc1cc(S(=O)(=O)NCCCN2CCOCC2)ccc1-n1cnnn1 | -1 | 0.5 | 2 | -1 | 3 | -12 | -1 | 16 | -1
Cc1ccc(N(CC(=O)NCc2ccco2)C(=O)CCC(=O)Nc2ccccn2)cc1C | -4 | 0.3 | 3 | -1 | 15 | -14 | -27 | 0 | -5
CC(NCc1ccc(F)cc1)C(=O)Nc1cc(S(=O)(=O)N2CCCCC2)ccc1Cl (stereo unspecified) | -5 | 0.4 | 2 | 1 | 7 | 1 | -21 | -1 | -3
O=C1c2ccccc2C(O)N1Cc1ccccc1 (stereo unspecified) | 4 | 2.8 | -4 | 8 | 8 | 9 | -8 | -6 | 4
CC(C)CNC(=O)c1cccc(NC(=O)C(C)Oc2ccccc2)c1 (stereo unspecified) | 3 | -1.9 | 0 | -3 | 5 | -5 | -5 | -29 | 2
CC(CCc1ccccc1)NC(=O)CNC(=S)N(Cc1cccs1)C1CCCC1 (stereo unspecified) | 1 | 0.1 | -10 | 11 | 3 | 8 | 21 | 45 | 1
O=C(NCc1ccco1)c1ccc(CN2CCOCC2)cc1 | 8 | 1.4 | 3 | -1 | 7 | -1 | -8 | 5 | 3
CS(=O)(=O)Nc1ccc(C(=O)Nc2ccc3c(c2)OCCO3)cc1 | -3 | -1.0 | 5[fluorescence artefact?] | -7 | 11 | 2 | 2 | 3 | 2
CC(=O)c1ccc(OCC(C)Oc2ccc(C#N)cc2)cc1 (stereo unspecified) | x | 0.2 | -2 | 0 | 11 | -13 | -6 | -50 | 0
CC(=O)c1cccc(NC(=O)COC(=O)c2ccc(S(C)(=O)=O)c([N+](=O)[O-])c2)c1 | -1 | -1.3 | -2 | -8 | 6 | 10 | 37 | -80 | 12
O=C(Nc1ncccn1)c1ccc([N+](=O)[O-])cc1 | 5 | 0.5 | 4 | -4 | 10 | 1 | 14 | 15 | 7
Cn1ncc(N=Cc2c(O)ccc3ccccc23)c1C(=O)Nc1cccc(Cl)c1 | 3 | -0.4 | 9 | -9 | -2 | 2 | -2 | -20 | -2
COc1ccc(-c2csc(NC3OC(=O)c4c3ccc(OC)c4OC)n2)cc1OC (stereo unspecified) | x | 0.6 | 2 | 32* | 11 | 9 | 11 | -25 | 8
COC(=O)Cc1ccc(Oc2ncc(C(F)(F)F)cc2Cl)cc1 | 0 | 1.7 | 4 | -15 | 8 | -5 | -7 | 34 | 1
O=C(CN1CCN(c2nc(-c3ccccc3)cs2)CC1)NCc1ccc2c(c1)OCO2 | 14 | 3.0 | 5 | -16 | 12 | -26 | -24 | -4 | -7
CC1OC(Nc2ccc(N=Nc3ccccc3)cc2)C(O)C(O)C1O (stereo unspecified) | -9 | 0.1 | -4 | 4 | 5 | 16 | 38* | -58 | 3
Cc1cc(C)c(S(=O)(=O)n2c([N+](=O)[O-])cnc2C)cc1C | 8 | -0.2 | 5[fluorescence artefact?] | -18 | 4&6 | -1 | 0 | 20&12 | 2
NC(=O)C1CCCN(C(=S)Nc2cccc3ccccc23)C1 (stereo unspecified) | -5 | 0.6 | -3 | -4 | 5 | 8 | 5 | 11 | 0
COc1cccc(C(=O)CSc2nnc(COc3cccc4cccnc34)o2)c1 | 0 | -0.8 | -1 | -10 | 3 | -9 | 3 | -16 | 0
CCc1ccc(/C=N/n2c(C)cc(C)c(C#N)c2=O)cc1 | -6 | -1.2 | -4 | -11 | 6 | -2 | -24 | 13 | 8
CC(C)OCCCNC(=S)NNC(=O)C(c1ccccc1)c1ccccc1 | 1 | 0.4 | 2 | -1 | 6 | -12 | 0 | 16 | 4
(listing goes on)
SMILES | NPY Y1 blocker | S1P4 ag | eIF4E-4G inh | S1P4 antag | PGE2 EP2 inh | NPY-Y2 PAM-ag | NPY1 pot ag | EP2 modulator | p97 ATPase inh
CC(C)(C)[C@H]1C=C(C(=O)N2CCOCC2)O[C@@H](OCc2ccc(CO)cc2)C1 | -3 | -0.1 | 1 | 4 | 16 | -6 | 15 | 10 | 1
COc1ccccc1-c1nnc(SCC(=O)Nc2ccccc2)o1 | 11 | -0.2 | 9 | -21 | 6 | 0 | -39 | 14 | 5
Cc1ccc2[nH]c(=O)c(CN(CC3CCCO3)C(=S)Nc3ccccc3)cc2c1 (stereo unspecified) | -5 | 1.4 | 5[fluorescence artefact?] | -11 | 8 | 4 | -32 | 25 | 6
O=C(Nc1cc(S(=O)(=O)Nc2ccc(Cl)cc2)ccc1N1CCCCC1)c1ccc(F)cc1Cl | -3 | 0.5 | 3 | -8 | 8 | 9 | 12 | 76* | 3
CC(C)c1ccc(NC(=O)COc2ccc(S(=O)(=O)N3CCOCC3)cc2)cc1 | -6 | -2.3 | 5[fluorescence artefact?] | -31 | 5 | -2 | 14 | -3 | 0
CC(O)Cc1cn([C@@H](CCCCNC(=O)OC(C)(C)C)C(=O)N2CCN(C(=O)OC(C)(C)C)CC2)nn1 (stereo partly specified) | -4 | 1.2 | 0 | 0 | 11 | 9 | 2 | -5 | 3
C=CCN(CC=C)C(=O)c1ccncc1 | -1 | -1.2 | 5 | 0 | 6 | 7 | -14 | 32 | -4

Screening results from PubChem BioAssay.

A portion of the library (hit frequency here may not be typical).
